LmPK inh: inhibitors of Leishmania mexicana pyruvate kinase | Potency, µM (doses to about 57.5 µM), inactives show at the highest dose activity change, negative = inhibition, usual class: inhibitors | 290,000 compounds, 0.37% hits | purified LmPK, Kinase-Glo ATP luminescence, 1 h; also: potency is read from the fitted curve at half-maximal effect; % is scaled to controls: 0 for no effect and ±100 for the full control effect
Target sequence (Q27686 whole entry, looked up): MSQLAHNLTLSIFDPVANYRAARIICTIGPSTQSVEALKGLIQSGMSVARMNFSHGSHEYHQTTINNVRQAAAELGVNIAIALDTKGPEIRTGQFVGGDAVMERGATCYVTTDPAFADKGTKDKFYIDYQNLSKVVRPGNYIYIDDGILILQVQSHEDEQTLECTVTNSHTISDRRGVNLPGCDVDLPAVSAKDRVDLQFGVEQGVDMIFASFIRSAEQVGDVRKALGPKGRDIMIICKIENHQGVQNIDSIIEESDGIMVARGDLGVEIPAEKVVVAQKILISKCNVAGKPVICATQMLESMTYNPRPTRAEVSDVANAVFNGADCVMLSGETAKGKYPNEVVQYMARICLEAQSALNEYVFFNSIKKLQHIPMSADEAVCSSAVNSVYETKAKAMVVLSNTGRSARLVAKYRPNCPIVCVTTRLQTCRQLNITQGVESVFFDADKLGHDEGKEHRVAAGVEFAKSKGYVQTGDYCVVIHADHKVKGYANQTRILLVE
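Purified LmPK (0.1 nM) with 0.5 mM PEP and 0.1 mM ADP in imidazole buffer pH 7.2 with MgCl2/KCl, 1 h at room temperature. ATP formed was read by luciferase luminescence and normalized to no-enzyme and uninhibited controls.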
Pf growth 96h: P. falciparum growth inhibition at 96 hour, primary screen for plastid delayed-death inhibitors. P. falciparum luciferase reporter growth, 96 h. Potency, µM (highest dose often 28.7 µM), for the others: at the top dose activity change, negative = inhibition, usual class: inhibitors. 320,000 compounds, 6.9% hits; also: potency is read from the fitted curve at half-maximal effect; % is scaled to controls: 0 for no effect and ±100 for the full control effect
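Infected RBCs, 2% Hct / 0.05% parasitemia final; luciferase-reporter P. falciparum; cpd 96 h, 37 C, 5% CO2; luciferase detection reagent; luminescence.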
Cycloheximide cs: counter-screen for Shiga toxin inhibitors: cycloheximide protein synthesis inhibition. AID 2314. 300,000 compounds, 12% hits. cell reporter, cycloheximide protein synthesis inhibition counterscreen. max response, %; in the data active = max response mostly above about 13%, no sharp cut-off; inactive = mostly below about 14%; also: read at 38.3 µM for the half of the compounds with a filed dose; 0% is about no effect
Pf growth 48h: inhibits P. falciparum growth in the first generation, 48 h | Potency, µM (titrated, usually from 28.7 µM), without a hit: top-dose activity change, negative = inhibition, actives largely listed as inhibitors | AID 504832 | 310,000 compounds, 5.9% hits | P. falciparum luciferase growth in erythrocytes, 48 h; also: potency is read from the fitted curve at half-maximal effect; % is scaled to controls: 0 for no effect and ±100 for the full control effect
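First compound was added to culture medium, then infected red cells at 0.1% parasitemia and 2% hematocrit (final). After incubation at 37 C under 5% CO2, luciferase detection reagent was dispensed and light output recorded.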
Shiga inhibitor: Shiga toxin inhibition | 290,000 compounds, 9.2% hits | inhibition, % at 38.7 µM | Vero cells, Shiga toxin protein synthesis inhibition reporter; in the data active = inhibition mostly above about 28%, no sharp cut-off; inactive = mostly below about 43%; also: 0% is about no effect
AmpC inh no detg: AmpC beta-lactamase inhibition without detergent. P00811. AmpC nitrocefin hydrolysis, absorbance 480 nm, 0.0001% Triton. Potency, µM (doses to about 57.1 µM), for inactives: at the highest dose activity change, negative = inhibition, usual class: inhibitors. 330,000 compounds, 0.52% hits. AID 485341;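 also: potency is read from the fitted curve at half-maximal effect; plate controls were no compound for no effect and no enzyme for full effect; nearly all actives have a fitted effect of over 20% in size; some results filed as inactive show a strong effect at the top dose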
Target sequence (P00811 whole entry, looked up): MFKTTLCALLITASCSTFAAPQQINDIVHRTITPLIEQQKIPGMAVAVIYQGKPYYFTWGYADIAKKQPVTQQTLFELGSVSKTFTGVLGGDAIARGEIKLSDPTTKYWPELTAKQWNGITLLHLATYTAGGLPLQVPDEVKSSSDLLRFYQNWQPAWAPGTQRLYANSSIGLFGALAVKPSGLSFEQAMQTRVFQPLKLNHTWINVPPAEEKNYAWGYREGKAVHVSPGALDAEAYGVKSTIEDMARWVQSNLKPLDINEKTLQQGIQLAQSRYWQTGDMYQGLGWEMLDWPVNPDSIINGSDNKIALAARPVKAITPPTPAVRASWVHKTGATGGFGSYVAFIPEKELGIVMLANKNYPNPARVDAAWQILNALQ
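20 mM phosphate pH 7.0 + 0.01% (detergent screen) or 0.0001% Triton X-100; 5.3 nM AmpC reagent; cpd preinc 15 min RT; nitrocefin (800 uM stock) to start; A480 q20 s × 4 min; Activity was normalised to no-enzyme and no-compound control wells.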
Tb PYK inh: blocks Trypanosoma brucei pyruvate kinase; 410,000 compounds, 0.12% hits; Potency, µM (doses to about 76.8 µM), inactives show top-dose activity, negative = inhibition, most hits filed as inhibitors; TbPYK enzyme, Kinase-Glo Plus ATP luminescence, 45 min; Q57TT1; AID 624173; also: potency is read from the fitted curve at half-maximal effect; % is scaled to controls: 0 for no effect and ±100 for the full control effect; nearly all actives have a fitted effect of over 50% in size
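T. brucei PYK with substrate was exposed to pin-transferred compounds across a concentration series, then started with 130 uM ADP (final). After 45 min at room temperature, Kinase-Glo Plus luminescence was read, normalized and curve-fitted.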
The depositor's hits bear a star; [ ] = dose if it differs, or a comment. Unless noted, calls follow the shape of the dose curve; as a rule, active = well fitted curve in the direction sought with a large enough effect; inconclusive = small, poorly fitted or top-dose-only effect, or another doubt; inactive = no such curve, though single readings can be large; an effect the other way counts as inactive or inconclusive. No enrichment for hits; 22% or so of the library scored in one or more.

Screening O=C(CN1C2=NCCCN2c2ccccc21)c1ccc2c(c1)OCO2 returned LmPK inh -1%, Pf growth 96h inconclusive, Cycloheximide cs -1, Pf growth 48h -19%, Shiga inhibitor 12, AmpC inh no detg -17% and Tb PYK inh -4%.
Screening Cc1ccccc1CNC(=O)Nc1ccc(Cl)cc1 returned LmPK inh 1%, Pf growth 96h 7%, Cycloheximide cs 34*, Pf growth 48h 109%[activator], Shiga inhibitor 69*, AmpC inh no detg -27% and Tb PYK inh 1%.
`COc1cccc(CNC(=O)CCC2CCCN(C(=O)CCC(F)(F)F)C2)c1` (centres undefined) gave LmPK inh -1%, Pf growth 96h -30%, Cycloheximide cs 9, Pf growth 48h -2%, Shiga inhibitor -5, AmpC inh no detg 3% and Tb PYK inh -6%.
Screening CCn1c(=O)cc(SCC(=O)N2CCOCC2)c2ccccc21 returned LmPK inh -3%, Pf growth 96h inconclusive, Cycloheximide cs 0, Pf growth 48h 20%, Shiga inhibitor 10, AmpC inh no detg -6% and Tb PYK inh -2%.
COc1ccc(CCN(C)c2ccc(S(=O)(=O)N3CCCC3)cc2[N+](=O)[O-])cc1OC was read as LmPK inh 2%, Pf growth 96h 0%, Cycloheximide cs -1, Pf growth 48h inconclusive, Shiga inhibitor -10, AmpC inh no detg 48% and Tb PYK inh -14%.
`CCN1CCN(C(=O)c2ccccc2N(C)S(=O)(=O)c2ccc(C)cc2)CC1` gave LmPK inh -1%, Cycloheximide cs -3, Pf growth 48h -15%, Shiga inhibitor -6, AmpC inh no detg -22% and Tb PYK inh -2%.
For O=C(O)c1ccccc1NC(=O)C1C2CCC(O2)C1C(=O)O (centres undefined) the results were LmPK inh 0%, Pf growth 96h -28%, Cycloheximide cs 1, Pf growth 48h 14% and AmpC inh no detg -15%.
For COC(=O)N/N=C/c1ccccc1Cl the results were LmPK inh 0%, Pf growth 96h 78%[activator], Cycloheximide cs 9, Pf growth 48h inactive, Shiga inhibitor 21, AmpC inh no detg -19% and Tb PYK inh 2%.
COc1cc2c(cc1OC)CN(S(C)(=O)=O)CC2 was read as LmPK inh -2%, Pf growth 96h 29%, Cycloheximide cs -8, Shiga inhibitor -12, AmpC inh no detg -11% and Tb PYK inh -4%.
C[C@@H](C(=O)NCCc1ccccc1)N1C(=O)N2CCc3c([nH]c4ccccc34)[C@@]2(C)C1=O was read as LmPK inh -7%, Pf growth 96h inconclusive, Cycloheximide cs 19*, Pf growth 48h inconclusive, Shiga inhibitor 21*, AmpC inh no detg 67%[activator] and Tb PYK inh -1%.
For Cc1nc(N2CCN(c3ccccn3)CC2)c2c(C)c(C(=O)N3CCN(c4cccc(Cl)c4)CC3)sc2n1 the results were LmPK inh 2%, Pf growth 96h 1%, Cycloheximide cs 8, Pf growth 48h inconclusive, Shiga inhibitor -11, AmpC inh no detg -1% and Tb PYK inh -2%.
`O=C(NC1(N2CCOCC2)CC1)c1ccc(Cl)cc1` gave LmPK inh 0%, Pf growth 96h 34%[activator], Cycloheximide cs -4, Pf growth 48h -1%, Shiga inhibitor 2, AmpC inh no detg -1% and Tb PYK inh 2%.
`Cc1ccc2c(c1)CCCN2CC(=O)N(C)c1c(N)n(Cc2ccccc2)c(=O)[nH]c1=O` gave Pf growth 96h -4%, Pf growth 48h 1%, AmpC inh no detg -2% and Tb PYK inh 0%.
For CCC(C)Sc1nnc(-c2c[nH]c3ccccc23)n1CCOC (centres undefined) the results were LmPK inh 2%, Pf growth 96h 35%[activator], Cycloheximide cs -2, Pf growth 48h 0%, Shiga inhibitor 11, AmpC inh no detg -6% and Tb PYK inh 12%.
For O=C(NCCCN1CCOCC1)c1cccc(S(=O)(=O)Nc2cc(Cl)ccc2Cl)c1 the results were LmPK inh 1%, Pf growth 96h 29%, Cycloheximide cs -2, Pf growth 48h 57%[activator], Shiga inhibitor -2, AmpC inh no detg -19% and Tb PYK inh -2%.
O=C(CCn1c(=S)[nH]c2cc3c(cc2c1=O)OCO3)NCc1ccc(Cl)cc1 was read as LmPK inh 0%, Pf growth 96h 12µM*, Cycloheximide cs 13, Pf growth 48h inconclusive, Shiga inhibitor 2, AmpC inh no detg -11% and Tb PYK inh -10%.
For COc1ccccc1NC(=O)C(C)OC(=O)C1CCC(C(C)(C)C)CC1 (centres undefined) the results were Pf growth 96h 15µM*, Pf growth 48h 2.9µM*, AmpC inh no detg 0% and Tb PYK inh 6%.
Screening CNC(=S)N(CCc1cccc(C)c1)Cc1cc2cc(OC)c(OC)cc2[nH]c1=O returned LmPK inh 4%, Pf growth 96h 58%[activator], Cycloheximide cs -2, Pf growth 48h -23%, Shiga inhibitor 11, AmpC inh no detg 147%[activator] and Tb PYK inh -19%.
For C=CCn1c(CCCNC(=O)C(C)(C)C)nc2ccccc21 the results were LmPK inh 2%, Pf growth 96h -3%, Cycloheximide cs -1, Pf growth 48h 13%, Shiga inhibitor -7, AmpC inh no detg 9% and Tb PYK inh -4%.
For O=C(c1ccccc1)N1CCN(Cc2c[nH]c3ccccc23)CC1 the results were LmPK inh 1%, Cycloheximide cs -3, Pf growth 48h -1%, Shiga inhibitor -12, AmpC inh no detg -16% and Tb PYK inh 2%.
Screening Cc1ccc(C)c(C(=O)CCC(=O)N2CCN(c3ncccn3)CC2)c1 returned LmPK inh -3%, Pf growth 96h inconclusive, Cycloheximide cs 36*, Pf growth 48h inconclusive, Shiga inhibitor 38*, AmpC inh no detg 20% and Tb PYK inh 12%.
`COCCNC(=O)C1CCC(Cn2c(=S)[nH]c3ccccc3c2=O)CC1` (centres undefined) gave LmPK inh -15%, Cycloheximide cs 1, Pf growth 48h -18%, Shiga inhibitor -20, AmpC inh no detg 0% and Tb PYK inh -9%.
`Cc1ccc(S(=O)(=O)Nc2ccc(NC(=O)c3cccs3)cc2)cc1` gave LmPK inh 0%, Pf growth 96h 82%[activator], Cycloheximide cs -3, Pf growth 48h inconclusive, Shiga inhibitor 7, AmpC inh no detg -42% and Tb PYK inh 1%.
Screening COc1cc2c(c(OC)c1OC)-c1ccc(O)c(=O)cc1[C@@H](N)CC2 returned Pf growth 96h 43%[activator], Pf growth 48h inconclusive, AmpC inh no detg -14% and Tb PYK inh -6%.
`S=c1[nH]nc(-c2cccnc2)o1` gave LmPK inh -1%, Pf growth 96h -5%, Cycloheximide cs -5, Pf growth 48h 7%, Shiga inhibitor -16, AmpC inh no detg 1% and Tb PYK inh -23%.
Screening O=C(OCC(=O)N1CCN(c2ccccc2)CC1)c1ccccn1 returned LmPK inh -8%, Pf growth 96h 14%, Cycloheximide cs 3, Pf growth 48h 9%, Shiga inhibitor -12, AmpC inh no detg -2% and Tb PYK inh -2%.
`OC(CNCCC1C=Nc2ccccc21)Cn1c2ccc(Cl)cc2c2cc(Cl)ccc21` (centres undefined) gave LmPK inh 0%, Pf growth 96h inconclusive, Cycloheximide cs -11, Pf growth 48h 2.6µM*, Shiga inhibitor -26, AmpC inh no detg 3% and Tb PYK inh 4%.
For CC(=O)c1cccc(NC(=O)N2CCCC2C(=O)Nc2c(C)cccc2C)c1 (centres undefined) the results were LmPK inh 1%, Pf growth 96h 10%[5.75 µM], Cycloheximide cs 8, Pf growth 48h -9%, Shiga inhibitor 13, AmpC inh no detg -8% and Tb PYK inh -1%.
For CC(=O)Nc1ccc(C(=O)COC(=O)c2ccco2)c(F)c1 the results were Pf growth 96h 11%, Pf growth 48h 7%, AmpC inh no detg -15% and Tb PYK inh 0%.
Screening O=C(O)/C=C/C(=O)NCC1CCC(CNC(=O)/C=C/C(=O)O)CC1 (centres undefined) returned LmPK inh -2%, Pf growth 96h 0%, Cycloheximide cs -2, Pf growth 48h 9%, Shiga inhibitor -17, AmpC inh no detg -4% and Tb PYK inh 9%.

Random excerpt: four records from the list, in no set order.
`CCN1CCN(C(=O)c2ccccc2N(C)S(=O)(=O)c2ccc(C)cc2)CC1` gave LmPK inh -1%, Cycloheximide cs -3, Pf growth 48h -15%, Shiga inhibitor -6, AmpC inh no detg -22% and Tb PYK inh -2%.
`COCCNC(=O)C1CCC(Cn2c(=S)[nH]c3ccccc3c2=O)CC1` (centres undefined) gave LmPK inh -15%, Cycloheximide cs 1, Pf growth 48h -18%, Shiga inhibitor -20, AmpC inh no detg 0% and Tb PYK inh -9%.
C[C@@H](C(=O)NCCc1ccccc1)N1C(=O)N2CCc3c([nH]c4ccccc34)[C@@]2(C)C1=O was read as LmPK inh -7%, Pf growth 96h inconclusive, Cycloheximide cs 19*, Pf growth 48h inconclusive, Shiga inhibitor 21*, AmpC inh no detg 67%[activator] and Tb PYK inh -1%.
For O=C(NCCCN1CCOCC1)c1cccc(S(=O)(=O)Nc2cc(Cl)ccc2Cl)c1 the results were LmPK inh 1%, Pf growth 96h 29%, Cycloheximide cs -2, Pf growth 48h 57%[activator], Shiga inhibitor -2, AmpC inh no detg -19% and Tb PYK inh -2%.

Further entries follow:
`O=C(O)Cn1cnc2scc(-c3ccccc3)c2c1=O` gave LmPK inh 0%, Pf growth 96h 17%, Cycloheximide cs 1, Pf growth 48h 18%, Shiga inhibitor -12, AmpC inh no detg -8% and Tb PYK inh -5%.
`Cc1occc1C(=O)Nc1ccc2c(c1)OCO2` gave LmPK inh 14µM*, Cycloheximide cs 37*, Pf growth 48h 171%[activator], Shiga inhibitor 78*, AmpC inh no detg -43% and Tb PYK inh -16%.
`Cc1ccccc1NS(=O)(=O)c1ccc(OCC(=O)NCC2CCCO2)cc1` (centres undefined) gave LmPK inh -2%, Pf growth 96h -21%, Cycloheximide cs -2, Pf growth 48h inconclusive, Shiga inhibitor 21, AmpC inh no detg 24% and Tb PYK inh 2%.
`Cc1cccc(-n2c(C)nc3cc(C(=O)NCc4ccc5c(c4)OCO5)ccc32)c1` gave LmPK inh 1%, Pf growth 96h inconclusive, Cycloheximide cs 5, Pf growth 48h 10%, Shiga inhibitor -5, AmpC inh no detg 3% and Tb PYK inh 6%.
Cc1cc(C)nc(Nc2ncc(O)n2-c2ccc(C)c(Cl)c2)n1 was read as LmPK inh -1%, Cycloheximide cs -1, Pf growth 48h 3%, Shiga inhibitor -9, AmpC inh no detg 0.32µM* and Tb PYK inh 3%.
`COc1ccc(NC(=O)CCCC(=O)O)cc1Cl` gave LmPK inh -9%, Pf growth 96h 8%, Cycloheximide cs -2, Pf growth 48h 0%, Shiga inhibitor 12, AmpC inh no detg -27% and Tb PYK inh 7%.
Screening O=[N+]([O-])c1nn(-c2ccccc2)[n+]([O-])c1N1CCN(c2ccccc2)CC1 returned LmPK inh 0%, Pf growth 96h 24%, Cycloheximide cs -1, Pf growth 48h -1%, Shiga inhibitor -14, AmpC inh no detg -17% and Tb PYK inh 1%.
